Screening results: PubChem, National Center for Advancing Translational Sciences (NCATS)
HepG2 tox: counter-screen for TGF-b inhibitors: cytotoxicity in HepG2 cells. Potency, µM (highest dose often 46.1 µM), without a hit: top-dose activity change, negative = cytotoxicity, most hits filed as cytotoxic. HepG2 CAGA-GFP viability, ATP luminescence, 18 h. hit rate 0.76% among 410,000; also: potency is read from the fitted curve at half-maximal effect; some results filed as inactive show a strong effect at the top dose
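CellTiter-Glo luminescence gave cytotoxicity after 18 hours at 37 degrees C. The cells were HepG2 CAGA-GFP in 1% FBS DMEM, stimulated with 500 pg/mL TGF-beta after compound addition. %Activity was normalised to no-cell wells (complete cell-killing) and DMSO (no toxicity), and curves were fitted and classified.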
ATXN viability: cell viability loss in ATXN counter-screen | S2 cells (HEK-293 line with an ATXN2-luciferase reporter) viability, CellTiter-Fluor protease fluorescence, 24 h | Potency, µM (titrated, usually from 56.7 µM), usual class: cytotoxic | hit rate 0.49% among 400,000 | AID 651635; also: potency is read from the fitted curve at half-maximal effect; nearly all actives have a fitted effect of over 40% in size
A549 viability: counter-screen for Nrf2 inhibitors: cytotoxicity in A549 cells; A549 ARE-Fluc cells, CellTiter-Fluor viability, 18-24 h; Potency, µM (top dose mostly 46 µM), for inactives: at the top dose activity change, negative = cytotoxicity, usual class: inhibitors; AID 504648; hit rate 0.16% among 390,000; also: potency is read from the fitted curve at half-maximal effect; % is scaled to controls: 0 for no effect and ±100 for the full control effect
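A549 ARE-Fluc cells in 5% FBS OPTI-MEM, 5000 cells/well, rested 2 h then exposed to compounds in concentration-response for 18-24 h at 37 °C. Viability by CellTiter-Fluor fluorescence (Ex 405/Em 525) after 30 min; luciferase luminescence (BugLite, 15 min, RT) read afterwards.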
TGFb inhibitor: inhibitors of TGF-b signaling | HepG2 CAGA-GFP TGF-b/SMAD3 reporter, GFP fluorescence, 18 h; TGF-beta stimulated, 500 pg/mL final | Potency, µM (doses to about 46.1 µM), inactives show at the top dose activity, negative = inhibition, hits mostly inhibitors | hit rate 1.2% among 410,000 | AID 588855; also: potency is read from the fitted curve at half-maximal effect; % is scaled to controls: 0 for no effect and ±100 for the full control effect; nearly all actives have a fitted effect of over 65% in size
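Per well, imaged GFP fluorescence of HEPG2 CAGA-GFP cells gives the signal; cells get compound, then TGF-beta (500 pg/mL final), 18 h at 37 degrees C; %Activity versus -TGF-beta and +DMSO controls.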
EPAC2 ag: activates human EPAC2 exchange factor | Q8WZA2 | EPAC2 activation, biochemical qHTS; response scale: 100% = 6.5 mM cAMP response | Potency, µM (titrated, usually from 154 µM), inactives show at the top dose activation, most hits filed as activators | hit rate 0.079% among 360,000; also: potency is read from the fitted curve at half-maximal effect; nearly all actives have a fitted effect of over 50% in size
Target sequence (Q8WZA2 whole entry, looked up): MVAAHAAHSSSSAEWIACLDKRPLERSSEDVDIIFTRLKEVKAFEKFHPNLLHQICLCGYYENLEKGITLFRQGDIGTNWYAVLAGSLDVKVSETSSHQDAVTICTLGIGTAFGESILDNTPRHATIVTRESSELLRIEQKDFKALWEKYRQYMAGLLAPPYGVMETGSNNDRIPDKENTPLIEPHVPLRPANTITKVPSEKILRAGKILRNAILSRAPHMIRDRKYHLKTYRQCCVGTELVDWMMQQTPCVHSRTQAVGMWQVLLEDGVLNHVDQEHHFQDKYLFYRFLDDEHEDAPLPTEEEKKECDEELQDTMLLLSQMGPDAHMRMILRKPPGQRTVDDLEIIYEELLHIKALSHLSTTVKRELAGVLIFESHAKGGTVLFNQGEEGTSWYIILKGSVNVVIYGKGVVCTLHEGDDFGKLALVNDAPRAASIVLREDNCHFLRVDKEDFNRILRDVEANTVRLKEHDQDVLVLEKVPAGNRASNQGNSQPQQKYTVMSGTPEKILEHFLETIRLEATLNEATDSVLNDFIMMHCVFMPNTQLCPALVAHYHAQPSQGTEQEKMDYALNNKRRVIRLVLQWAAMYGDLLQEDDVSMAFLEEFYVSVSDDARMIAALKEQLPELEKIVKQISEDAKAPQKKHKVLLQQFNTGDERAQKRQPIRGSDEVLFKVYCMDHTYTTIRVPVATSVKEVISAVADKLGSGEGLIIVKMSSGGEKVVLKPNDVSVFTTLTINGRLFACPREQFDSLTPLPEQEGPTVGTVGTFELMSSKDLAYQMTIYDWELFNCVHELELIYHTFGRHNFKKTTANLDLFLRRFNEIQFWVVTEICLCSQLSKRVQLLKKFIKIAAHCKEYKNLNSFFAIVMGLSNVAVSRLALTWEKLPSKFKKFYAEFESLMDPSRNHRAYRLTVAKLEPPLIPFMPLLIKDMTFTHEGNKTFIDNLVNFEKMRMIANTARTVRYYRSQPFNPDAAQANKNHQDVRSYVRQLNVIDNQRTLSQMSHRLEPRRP
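Exchange assay: 100 nM EPAC2 with 250 nM Rap1B-BODIPY-GDP and 50 uM GDP. Fluorescence (ex 480/em 540 nm) read every 5 min for 30 min at room temperature. Data normalized to 6.5 mM cAMP as agonist control.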
IL2 activator: activates IL-2 in a cell-based reporter assay; AID 652025; hit rate 0.065% among 360,000; activation, % (series mostly up to about 46 µM); IL-2 activation reporter assay, cell-based qHTS; stimulated with anti-CD3/CD4/CD28 beads; in transgenic mouse T cells; in the data active = activation above about 50%; inconclusive = mostly about 30% to 49%; also: 0% is about no effect
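Unstimulated transgenic mouse T cells; 60-min compound exposure; bead-based TCR/CD4/CD28 stimulation; 18 h culture, 37 degrees C; dual fluorescence (EGFP, DsRed) plate cytometry.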
Nrf2 activator: Nrf2 pathway activation | hit rate 0.31% among 410,000 | AREc32 ARE-luciferase reporter (MCF7-derived line), luminescence, 24 h | Potency, µM (series often up to 46.1 µM), without a hit: top-dose activation, actives largely listed as activators | AID 624171; also: potency is read from the fitted curve at half-maximal effect; % of control where 0% means no effect; nearly all actives have a fitted effect of over 65% in size
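Steps: seed AREc32_Fluc cells (1000/well, 5% FBS OPTI-MEM); incubate overnight at 37 deg C; add 23 nL compound; incubate 24 hr; add Steady-Glo; hold 30 min RT; read luminescence.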
ATXN2 expr inh: reduces ATXN2 reporter expression in HEK-293 cells. Potency, µM (doses to about 57 µM), inactives show at the highest dose activity change, negative = inhibition, hits mostly inhibitors. HEK-293 ATXN2-luciferase reporter, luminescence, 24 h. AID 1745845. hit rate 0.72% among 360,000; also: potency is read from the fitted curve at half-maximal effect; % is scaled to controls: 0 for no effect and ±100 for the full control effect; nearly all actives have a fitted effect of over 55% in size
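qHTS (up to 57 uM final) was run with 24 h compound exposure of reporter cells at 37 °C. Each well was multiplexed: SteadyGlo luminescence measured ATXN2-luciferase expression after a fluorogenic Gly-Phe-AFC viability readout (25 uM final).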
Nrf2 block: blocks Nrf2 signaling. A549 ARE-Fluc reporter, luciferase luminescence, 18-24 h. Potency, µM (doses to about 46 µM), for inactives: at the highest dose activity change, negative = inhibition, hits mostly inhibitors. hit rate 2.1% among 360,000. AID 504444; also: potency is read from the fitted curve at half-maximal effect; % is scaled to controls: 0 for no effect and ±100 for the full control effect; nearly all actives have a fitted effect of over 60% in size
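A549 ARE_Fluc cells, 5000/well, 5% FBS OPTI-MEM; compounds in dose-response, 18-24 h at 37 °C/5% CO2; CellTiter-Fluor viability read (Ex 405/Em 525), then BugLite luciferase luminescence = Nrf2 activity.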
The depositor's hits bear a star; i = inactive; ? = inconclusive; nt = not tested or not shown; & = joins results of further samples; [ ] = remark or other dose. Unless noted, calls follow the shape of the dose curve; as a rule, active = well fitted curve in the direction sought with a large enough effect; inconclusive = small, poorly fitted or top-dose-only effect, or another doubt; inactive = no such curve, though single readings can be large; an effect the other way counts as inactive or inconclusive.

SMILES	HepG2 tox	ATXN viability	A549 viability	TGFb inhibitor	EPAC2 ag	IL2 activator	Nrf2 activator	ATXN2 expr inh	Nrf2 block
CCN(c1cccc(C)c1)S(=O)(=O)c1ccc2[nH]cc(C(=O)NCCCOC)c(=O)c2c1	-31%	i	0%	?	nt	nt	-0.4%	-23%	nt
O=C(COC(=O)c1n[nH]c2ccccc12)Nc1ccc(Cl)cc1[N+](=O)[O-]	-14%	i	3%	-2%	14%	0.7	8.1%	7%	7%
CC(=O)c1cnc2sccn2c1=O	6%	i	3%	13%	10%	0.0	-0.1%	-17%	-6%
Cc1ccc(-c2nnc(N3CCN(C(=O)COc4cccc(C)c4)CC3)c3ccccc23)cc1	-16%	i	-26%	?	6%	-5.1	2.3%	-28%	?
CC(C)NC(=O)C1CC(=O)N(c2ccc(F)c(Cl)c2)C1 (centres undefined)	1%	i	1%	8%	-2%	0.8	-0.1%	4%	1%
O=C(c1ccc2c(c1)OCO2)N1CCC2(CC1)Oc1ccc(F)cc1C(=O)C21CC(c2ccc(Cl)cc2)=NO1 (centres undefined)	-6%	i	-6%	-5%	9%	-0.6	2.3%	0%	-6%
CC(C)c1ccc(/C=C2\SC(=O)N(CC(=O)NCCCn3ccnc3)C2=O)cc1	-23%	i	-14%	-3%	-5%	0.1	16%	nt	3%
Cc1c(CC(=O)O)c(=O)oc2cc3occ(-c4ccccc4)c3cc12	-14%	i	6%	1%	2%	-2.7	0.6%	11%	5%
O=C1CCCC/C1=C\Nc1ccc(O)cc1	9%	i	-1%	7%	-7%	0.2	2.9%	27%	nt
CCOC(=O)c1cnc(Nc2nc3ccccc3o2)nc1CSc1ncccn1	-13%	i	-9%	2%	-2%	-4.8	2.0%	10%	12%
COCC(C)NC(=O)CCSc1nc(-c2ccc(OC)cc2)cc(C(F)(F)F)n1 (centres undefined)	1%	i	1%	-3%	16%	-0.7	-0.3%	-12%	-21%
O=C1CCN(S(=O)(=O)c2ccc(Cl)cc2)CCN1	-14%	i	1%	1%	-2%	-0.2	0.2%	-6%	5%
CSc1nc2c(c(=O)[nH]1)C(c1ccncc1)C(C(=O)OC(C)C)=C(C)N2 (centres undefined)	-2%	i	-1%	29%	9%	-1.8	-0.1%	8%	?
CCN(Cc1ccccc1)c1ncnc2c1nnn2C	-9%	nt	-4%	31%[activator]	nt	nt	-0.1%	nt	nt
Cc1ccc(S(=O)(=O)c2nc(-c3cccs3)oc2N2CCCCC2)cc1	-13%	i	-3%	-5%	nt	nt	5.6%	-4%	-22%
Cn1cnnc1SCC(=O)NCc1cccc(C(F)(F)F)c1	-4%	?	-3%	-21%	10%	-0.9	0.0%	23%	29%
COc1ccc(N/C=C2\CCOC2=O)cc1	1%	i	9%	-3%	10%	-1.1	1.9%	0%	-20%
O=C1CCC([N+](=O)[O-])C(c2cccc3ccccc23)N1 (centres undefined)	-2%	i	1%	-2%	5%	-1.1	-0.3%	3%	0%
COC(=O)c1cn(CCOc2ccccc2F)c2ccccc12	1%	i	?	4%	19%	-4.0	5.9%	50%[activator]	?
CCN(CC(=O)NCc1ccc(F)cc1)C(=O)c1cccnc1SC	4%	i	1%	9%	4%	0.6	-0.9%	11%	-9%
CCOC(=O)C(=CNc1ccc(NC2=NCC(C)(C)S2)cc1)C(=O)OCC	17%	i	-20%	-14%	-10%	0.4	-0.1%	-10%	?
COC(=O)COc1ccc(C2NC(=O)NC(c3ccccc3)=C2C(C)=O)cc1OC (centres undefined)	2%	i	-1%	6%	12%	-0.1	-0.5%	1%	0%
CC(C)n1cc2c(c1-c1ccccc1Cl)c(=O)n(C)c(=O)n2C	-16%	nt	-1%	-1%	nt	nt	0.5%	nt	1%
C[C@@H](C(=O)NC1CCCC1)N1C(=O)N2CCc3c([nH]c4ccccc34)[C@@]2(C)C1=O	-10%	i	4%	-15%	1%	-0.1	2.8%	-8%	-18%
O=C1NC2(CCCCCC2)N=C1c1ccc(Br)cc1	-17%	i	7%	-9%	6%	1.7	-0.2%	nt	12%
CC(=O)c1cccc(NC(=O)CCOc2ccccc2)c1	-2%	i	10%	-8%	8%	0.3	2.6%	62%[activator]	nt
COc1ccc(CCNC(=O)C(=O)NCCC2CCCCN2S(=O)(=O)c2ccccc2)cc1 (centres undefined)	-3%	i	4%	6%	-1%	-0.3	-0.6%	-6%	?
Cc1ccc(CNS(=O)(=O)c2c(C)n(C)c(=O)n(C)c2=O)cc1	13%	i	-5%	8%	-11%	-1.8	0.0%	-4%	1%
CCNc1cc(Cl)nc(SC)n1	-3%	i	3%	-4%	0%	-2.6	0.8%	7%	8%
Cc1ccccc1CC(=O)Nc1cccnc1	2%	i	0%	33%[activator]	-2%	1.1	-0.8%	5%	0%
CC(NC(=O)CCNC(=O)c1ccco1)c1ccccc1 (centres undefined)	13%	i	2%	-2%	-2%	0.1	0.7%	12%	2%
CC(=O)c1cccc(NC(=O)c2ccccc2N(C)S(=O)(=O)c2ccc(C)cc2)c1	7%	i	0%	?	9%	-0.6	-0.1%	-12%	3%
O=C(c1cc(S(=O)(=O)N2CCOCC2)ccc1F)N(CCc1ccccc1)Cc1ccccc1	0%	i	-12%	-1%	13%	-0.5	2.5%	-32%	-21%
CSc1ccc(/C=C/C(=O)OCC(=O)NC2CCCCCC2)cc1	-1%	i	nt	-1%	2%	-3.5	-0.1%	nt	nt
C=CCN(c1ccccc1)S(=O)(=O)c1cccc(C(=O)NCC2CCCO2)c1 (centres undefined)	-9%	i	-1%	-4%	12%	-6.6	-0.2%	-5%	-9%
O=C(c1ccc(F)c(S(=O)(=O)N2CCOCC2)c1)N1CCN(c2ncccn2)CC1	-1%	i	10%	-1%	2%	4.7	0.2%	nt	4%
CC(C)(C)NC(=O)c1ccc(COc2ccc(Cl)cc2Cl)o1	-20%	i	-2%	0%	13%	-0.3	0.6%	?	?
Cc1cccc(NC(=O)COC(=O)C(NC(=O)c2cccc(S(=O)(=O)N3CCOCC3)c2)C(C)C)c1 (centres undefined)	-11%	i	-2%	?	9%	0.1	0.3%	2%	5%
COCCCNC(=O)C1CC(=O)N(Cc2ccc(OC)cc2)C1 (centres undefined)	-11%	i	-9%	-1%	7%	-0.5	0.3%	4%	5%
CCOc1cc(C(=O)NC2=NCCS2)cc(OCC)c1OCC	0%	nt	-2%	7%	0%	0.9	3.8%	-6%	-1%

Two compounds drawn at random from those above:
SMILES	HepG2 tox	ATXN viability	A549 viability	TGFb inhibitor	EPAC2 ag	IL2 activator	Nrf2 activator	ATXN2 expr inh	Nrf2 block
CC(=O)c1cnc2sccn2c1=O	6%	i	3%	13%	10%	0.0	-0.1%	-17%	-6%
O=C1CCC([N+](=O)[O-])C(c2cccc3ccccc23)N1 (centres undefined)	-2%	i	1%	-2%	5%	-1.1	-0.3%	3%	0%

The results go on.
SMILES	HepG2 tox	ATXN viability	A549 viability	TGFb inhibitor	EPAC2 ag	IL2 activator	Nrf2 activator	ATXN2 expr inh	Nrf2 block
CCCCOCP(=O)(CC)COCCCC	-36%	i	1%	-26%	10%	0.5	0.6%	-6%	5%
Cc1cnc(C(=O)OCC(=O)NC2CCCCC2)cn1	-5%	i	4%	-1%	4%	-0.2	0.2%	11%	?
Cc1ccc(C(=O)CSc2nnc(-c3ccncc3)n2C)cc1	-6%	i	0%	-13%	9%	2.7	0.1%	-29%	-8%
CCN(C(=O)C1CCCCC1)c1nnc(-c2cccnc2)s1	-10%	i	-8%	-6%	10%	1.2	0.0%	-1%	?
CCOC(=O)N1CCC(NS(=O)(=O)c2ccc3c(c2)CCN3C(C)=O)CC1	-21%	i	-7%	-14%	-2%	-0.2	-0.5%	-10%	?
C=CCc1ccc(OCCOCCOc2ccccc2[N+](=O)[O-])c(OC)c1	-9%	i	-1%	-7%	3%	-2.4	1.9%	10%	nt
COc1cccc(-c2nc(CS(=O)(=O)CC(=O)N3CCCCC3)c(C)o2)c1	-24%	i	-3%	-3%	6%	-5.2	4.0%	-24%	?
C[C@H](CO)N1C[C@H](C)[C@@H](CN(C)S(=O)(=O)c2ccc(Oc3ccccc3)nc2)OCc2cnnn2CCCC1=O	11%	i	nt	12%	11%	2.0	0.2%	12%	nt
CCC(CO)NCC#Cc1ccccc1 (centres undefined)	5%	?	-1%	14%	1%	0.8	-0.2%	-17%	9%
O=C(O)CCC(=O)N1CCN(c2nc(-c3ccccc3)c3cc(Br)ccc3n2)CC1	-26%	i	1%	15%	3%	1.1	4.2%	1%	?
CN(c1ccc2nc3ccccc3c(=O)n2n1)C1CCCCC1	1%	i	-9%	-13%	-8%	-1.3	0.5%	nt	nt
CCOC(=O)C1CCN(C(=O)CSc2nc(N)cc(=O)[nH]2)CC1	-63%	i	2%	-2%	11%	-0.2	-0.4%	3%	12%
COC(=O)c1ccc(CSc2nnc(-c3ccccc3)n2C)o1	12%	i	2%	1%	3%	-0.2	0.1%	nt	1%
COc1ccccc1N1CCN(c2cnccn2)CC1	1%	i	-2%	-1%	4%	-0.2	-0.2%	2%	-13%
COc1cc(OC)cc(C(=O)Nc2ccc3nc4n(c(=O)c3c2)CCCCC4)c1	3%&-27%	?	3%&0%	-6%&-1%	7%	-4.0	1.0%&1.0%	-3%&-16%	?
